Bioassay records (PubChem BioAssay)
esBAF inh: Bmi1 luciferase reporter increase in mESCs, primary screen, esBAF inhibitor project, mouse ES cells, Bmi1 luciferase knock-in, single point; 2% of 350,000 active; reporter increase, % at 12.5 µM; 24 h; 100% = twice the neutral-well signal; in the data active = activation above about 40%;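 note: 0% = median of the plate's neutral control wells and 100% = double that signal; a rise in the Bmi1 reporter signal indicates esBAF inhibition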
LGR2 antag: inhibitors of bursicon-induced LGR2 CRE-luciferase signal, primary screen, cell-based, HEK293, CRE-luciferase reporter, bursicon stimulation | bursicon-stimulated, 4 h | 0.35% of 380,000 active | inhibition, % at 9.99 µM;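 active = drop in luminescence signal, shown as inhibition above about 50% in the replicate tests, limit read from the data, passing the limit was not always enough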;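 note: agonist challenge used bursicon conditioned medium at about half maximal strength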
Statin myotox sup: suppressors of statin myotoxicity in C2C12 myotubes, primary screen, cell-based, single point, plate reader; C2C12 myotubes + simvastatin, ATP luminescence, 48 h; scaled: DMSO 0, geranylgeraniol control 100; rescue of ATP level, % at 7.49 µM; 0.78% of 330,000 active; AID 602340, 2012;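 active = mean ATP rescue above about 67%, or every replicate alone reaching that limit, limit read from the data, passing the limit was not always enough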;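 note: myotubes were challenged with 10 µM simvastatin during compound exposure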
SIRT5 block: SIRT5 desuccinylase inhibitors, primary screen, biochemical, fluorescence imaging, single point, set 5; Purified SirT5, succinyl-peptide AMC, trypsin-coupled fluorescence; inhibition, % at 15 µM; 1.1% of 330,000 active; in the data active = inhibition above about 15%
Target sequence (Q9NXA8 whole entry, looked up): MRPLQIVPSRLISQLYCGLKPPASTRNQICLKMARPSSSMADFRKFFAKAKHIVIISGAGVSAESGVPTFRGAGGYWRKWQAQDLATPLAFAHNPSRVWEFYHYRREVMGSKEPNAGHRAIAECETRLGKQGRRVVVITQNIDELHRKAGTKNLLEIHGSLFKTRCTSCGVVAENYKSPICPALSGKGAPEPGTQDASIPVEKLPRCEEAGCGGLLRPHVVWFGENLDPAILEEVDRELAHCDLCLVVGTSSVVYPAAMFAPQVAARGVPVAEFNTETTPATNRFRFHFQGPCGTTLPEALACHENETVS
Casp6 inh: human caspase-6 inhibitors, primary screen, biochemical, VEID-R110 fluorescence, single point, set 2; AID 686996, 2013; purified caspase-6, Z-VEID-R110 cleavage fluorescence; inhibition, % at 12.5 µM; 0.53% of 350,000 active; P55212;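 active = mean inhibition across replicates at least about 35%, with every replicate also reaching that limit, limit read from the data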;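 note: 0% = median of neutral control wells and 100% = no fluorescence left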
Target sequence (P55212 24-179 limits assumed): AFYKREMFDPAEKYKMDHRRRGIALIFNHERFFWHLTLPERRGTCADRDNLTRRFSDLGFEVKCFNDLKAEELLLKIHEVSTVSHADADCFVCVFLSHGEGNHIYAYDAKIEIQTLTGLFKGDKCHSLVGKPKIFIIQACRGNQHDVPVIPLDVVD
Target sequence (P55212 194-293 limits assumed): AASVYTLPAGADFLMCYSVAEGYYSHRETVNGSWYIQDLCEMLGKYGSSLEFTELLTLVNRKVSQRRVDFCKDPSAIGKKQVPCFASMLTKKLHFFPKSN
S100A4 inh HTS: inhibitors of S100A4-myosin IIA peptide binding, primary screen, biochemical, fluorescence polarization, TAMRA-MyoIIA peptide | Protein S100-A4 (Homo sapiens), P26447 | inhibition, % at 10.7 µM | 0.14% of 360,000 active;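 active = mean inhibition of at least 70% across replicates, with every replicate also reaching that level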
Target sequence (P26447 whole entry, looked up): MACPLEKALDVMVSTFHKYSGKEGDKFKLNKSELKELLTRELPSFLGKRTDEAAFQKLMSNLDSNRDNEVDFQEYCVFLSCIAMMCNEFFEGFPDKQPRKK
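Test system: S100A4 monomer protein. Medium: HEPES buffer with Ca2+, pH 7.2. Reagent: fluorescent myosin IIA peptide, 5 nM. Compound dosing: single-point compound testing. Timing: 5 min between mix addition and reading. Benchmarks: DMSO neutral and TFP positive wells.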
FN deposit inh: inhibitors of fibronectin matrix deposition, primary screen, AH1F cells, Alexa488-fibronectin fluorescence, plate reader; inhibition, % at 12.6 µM; 0.086% of 350,000 active; AH1F fibroblasts, overnight; AID 743247, 2014;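 active = mean inhibition across replicates of 30% or more, regardless of how many single replicates reach that level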;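 note: positive control wells lacked labelled fibronectin entirely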
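material = AH1F fibroblast monolayer depositing Alexa488-labelled fibronectin into matrix | amount = 10000 AH1F cells/well | buffer or medium = DMEM plus 2% serum, read in PBS | incubation = 1 h cell adhesion before compound, then overnight fibronectin incubation | detection = fluorescence at 485 nm excitation, 525 nm emission | evaluation = percent inhibition as loss of matrix-bound fibronectin fluorescence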
* marks the source's active call; other numbers are inactive results; x = not tested or not shown; & = joins results of further samples.

Start of the data: the first 10 entries, ahead of the listing:
canonical_smiles | esBAF inh | LGR2 antag | Statin myotox sup | SIRT5 block | Casp6 inh | S100A4 inh HTS | FN deposit inh
O=C(COC(=O)c1cc(=O)c2ccccc2o1)NC1CCCC1 | 0 | -4 | 10 | -4 | -1 | -6 | 1
Cc1ccc(-c2ccc3c(c2)O[C@H](CN(C)C(=O)C2CC2)[C@@H](C)CN([C@H](C)CO)S3(=O)=O)cc1 | 15 | -12 | -38 | 6 | 0 | 6 | -5
O=C(CCNS(=O)(=O)c1ccccc1)NNC(=O)c1csc(N2CCOCC2)n1 | -1 | 3 | 7 | 0 | -1 | 2 | 2
O=C(CCn1c(=O)sc2ccccc21)NCCCn1ccnc1 | 2 | x | -2 | x | x | x | -3
O=C(CCCN1C(=O)/C(=C/c2ccc(F)cc2)SC1=S)NC1CCS(=O)(=O)C1 (configuration not stated) | -6 | 1 | 15 | -4 | 5 | 4 | -4
O=C(COC(=O)Cc1ccccc1F)Nc1ccc(Cl)cn1 | 6 | -19 | 7 | -1 | -2 | 0 | 0
CCN1CCN(c2nc(N)c([N+](=O)[O-])c(Nc3cccc(C)c3)n2)CC1 | -11 | -20 | 13 | -5 | -2 | -6 | 10
CC1CCC(C(C)C)C(OC(=O)C[n+]2cc(-c3ccc(Cl)cc3)n3c2CCCCC3)C1 (configuration not stated) | x | 40 | x | -1 | 11 | 4 | x
C/C(=N\NC(=O)C1CC1)c1ccc(OC(F)F)cc1OC(F)F | -5 | 1 | -6 | 0 | -1 | -11 | 1
Cc1ccc2c(CC(=O)OCC(=O)Nc3ccc(Cl)cn3)coc2c1 | 2 | -10 | 3 | -2 | 6 | -21 | 1

The list itself, from the first entry:
canonical_smiles | esBAF inh | LGR2 antag | Statin myotox sup | SIRT5 block | Casp6 inh | S100A4 inh HTS | FN deposit inh
O=C(COC(=O)c1cc(=O)c2ccccc2o1)NC1CCCC1 | 0 | -4 | 10 | -4 | -1 | -6 | 1
Cc1ccc(-c2ccc3c(c2)O[C@H](CN(C)C(=O)C2CC2)[C@@H](C)CN([C@H](C)CO)S3(=O)=O)cc1 | 15 | -12 | -38 | 6 | 0 | 6 | -5
O=C(CCNS(=O)(=O)c1ccccc1)NNC(=O)c1csc(N2CCOCC2)n1 | -1 | 3 | 7 | 0 | -1 | 2 | 2
O=C(CCn1c(=O)sc2ccccc21)NCCCn1ccnc1 | 2 | x | -2 | x | x | x | -3
O=C(CCCN1C(=O)/C(=C/c2ccc(F)cc2)SC1=S)NC1CCS(=O)(=O)C1 (configuration not stated) | -6 | 1 | 15 | -4 | 5 | 4 | -4
O=C(COC(=O)Cc1ccccc1F)Nc1ccc(Cl)cn1 | 6 | -19 | 7 | -1 | -2 | 0 | 0
CCN1CCN(c2nc(N)c([N+](=O)[O-])c(Nc3cccc(C)c3)n2)CC1 | -11 | -20 | 13 | -5 | -2 | -6 | 10
CC1CCC(C(C)C)C(OC(=O)C[n+]2cc(-c3ccc(Cl)cc3)n3c2CCCCC3)C1 (configuration not stated) | x | 40 | x | -1 | 11 | 4 | x
C/C(=N\NC(=O)C1CC1)c1ccc(OC(F)F)cc1OC(F)F | -5 | 1 | -6 | 0 | -1 | -11 | 1
Cc1ccc2c(CC(=O)OCC(=O)Nc3ccc(Cl)cn3)coc2c1 | 2 | -10 | 3 | -2 | 6 | -21 | 1
Oc1ccccc1C(=S)N1CCN(C(=S)c2ccccc2O)CC1 | -4 | 11 | 3 | -2 | 0 | -4 | 1
COC(=O)/C(C#N)=C/c1cc(C)sc1C | 2 | -1 | 5 | -1 | 0 | 2 | -4
COc1ccc(NC(=O)CN(C)C(=O)Cc2ccc(-c3ccccc3)cc2)cc1 | 12 | -9 | 4 | -1 | -1 | -4 | -1
O=S(=O)(Nc1ncccn1)c1ccc(-n2cnnn2)cc1 | x | -14 | x | -3 | 3 | -4 | -12
COC(=O)C(c1ccccc1)C(C(=O)OC)c1ccccc1 (configuration not stated) | -7 | -2 | -5 | -2 | 0 | -4 | -2

Next part:
canonical_smiles | esBAF inh | LGR2 antag | Statin myotox sup | SIRT5 block | Casp6 inh | S100A4 inh HTS | FN deposit inh
COc1cccc(CNC(=O)Cn2ccc3cc(S(=O)(=O)N4CCCC4)ccc32)c1OC | 3 | -1 | 8 | -2 | 1 | -2 | -23
O=C(C[C@H]1CC[C@H]2[C@@H](COC[C@H](O)CN2C(=O)Nc2ccc3c(c2)OCO3)O1)N1CCN(c2ccccc2)CC1 | 17 | -10 | -6 | 7 | -1 | 2 | -3
Nc1ccn([C@@H]2O[C@H](CNCc3cccc4c3sc3ccccc34)[C@@H](O)[C@H]2O)c(=O)n1 | -3 | 1 | 5 | -1 | 0 | -3 | -1
Cc1cnc(NC(=O)/C=C/c2ccc(Br)o2)s1 | 32 | -33 | -36 | -4 | 13 | 3 | -4
CCc1ccc(C(=O)/C=C/Nc2ccc(S(=O)(=O)Nc3cnc4ccccc4n3)cc2)cc1 | x | 1&2 | 3 | x | -1&2 | 1&6 | 5&-4
CCN(CC)c1ccc(/C=N/NC(=O)C2CC2)cc1 | 19 | -7 | -4 | -2 | -4 | -1 | -3
Cc1ccnc(NS(=O)(=O)c2ccc(NC(=O)c3ccc(S(=O)(=O)N(C)C)cc3)cc2)n1 | -5 | 1 | -5 | 0 | 1 | 1 | 6
CN1CCN(C(=O)C[C@@H]2CC[C@H]3[C@@H](COC[C@@H](O)CN3CC3CCCCC3)O2)CC1 | 0 | 15 | 0 | -3 | -5 | 1 | 0
COc1ccccc1N1CCN(S(=O)(=O)c2ccc([N+](=O)[O-])cc2)CC1 | 1 | 13 | 23 | x | 2 | -5 | -1
CN(C)C(=O)c1cc(C(=O)c2ccc(C(F)(F)F)cc2)c[nH]1 | 29 | -14 | -2 | -4 | -1 | 0 | 3
Cc1cccc(NCCC(=O)c2ccc(Br)cc2)c1 | -7 | -18 | 15 | 0 | 1 | -4 | x
O=C1C(c2ccccc2)CN1Cc1ccccc1 (configuration not stated) | x | -7 | x | 0 | -2 | 3 | 9
Cc1nc(Cl)c2c(n1)N(CC(N)=O)C(=O)CO2 | x | 15 | x | -2 | 0 | 8 | 3
CCCNC(=O)C[C@@H]1CC[C@H]2[C@@H](COC[C@@H](O)CN2Cc2ccc(Cl)c(Cl)c2)O1 | 5 | 8 | 21 | -1 | -1 | -7 | -11
COCCNC(=O)C[C@@H]1C[C@H]2c3cc(NC(=O)Nc4ccccc4F)ccc3O[C@H]2[C@@H](CO)O1 | 3 | -20 | -8 | x | x | x | -5

Continuation:
canonical_smiles | esBAF inh | LGR2 antag | Statin myotox sup | SIRT5 block | Casp6 inh | S100A4 inh HTS | FN deposit inh
COc1ccc(C(=O)N2CCN(C(=O)C3CCCO3)CC2)cc1[N+](=O)[O-] (configuration not stated) | -1 | -1 | 2 | -8 | -1 | -3 | 11
CN(CC(=O)Nc1ccc(S(N)(=O)=O)cc1)C1CCCCC1 | 2 | 15 | -26 | -2 | -2 | -2 | -4
Cc1cc2c(cc1S(=O)(=O)CCC(=O)NC1CCC(C)CC1)OCC(=O)N2 (configuration not stated) | -5 | 12 | 4 | 1 | 1 | 0 | -2
C[C@@H](c1ccccc1)N1C[C@@H](COCc2ccccc2)Oc2cc(N3CC[C@H](O)C3)ccc2S1(=O)=O | x | 20 | x | -1 | 0 | -1 | -1
O=C(N[C@@H]1CC[C@H](CCNC(=O)c2cnccn2)O[C@@H]1CO)c1ccc2c(c1)OCO2 | -8 | 6 | 4 | -2 | 0 | 0 | 0
C[C@@H]1CN([C@@H](C)CO)C(=O)c2cc(NC(=O)C3CCCCC3)ccc2O[C@@H](C)CCCCO[C@@H]1CN(C)S(=O)(=O)c1ccc(Cl)cc1 | -1 | 13 | x | 18* | 0 | -1 | 1
Clc1nc(NCc2cccnc2)nc(N2CCOCC2)n1 | -5 | x | 11 | x | x | x | 2
Cn1c(=O)n(C)c2cc([N+](=O)[O-])c(N3CCN(S(C)(=O)=O)CC3)cc21 | -5 | 29 | -5 | x | x | x | 21
CCCSc1ccc(-c2nn(-c3ccccc3)cc2/C=C(/C#N)C(=O)NCCCOC)cc1 | -2 | -1 | 4 | x | x | x | -1
O=C(CN1CCN(Cc2ccc(F)cc2Cl)C1=O)NCCc1ccccc1 | 13 | -32 | 5 | x | 1 | -4 | -4
COc1cccc(C(=O)Nc2ccc3c(c2)OC[C@H](C)N(CC2CC2)C[C@@H](C)[C@@H](OC)CN(C)C3=O)c1 | 5 | 1 | 3 | -3 | 0 | 8 | 2
COc1ccc(NC(=O)N(C)C[C@H]2Oc3ncc(-c4ccc(C#N)cc4)cc3C(=O)N([C@@H](C)CO)C[C@H]2C)cc1 | -2 | 2 | 10 | 0 | 0 | -2 | x
Cc1ccc(Nc2nc3ccccc3nc2-n2nc(C)cc2C)cc1 | -6 | -16 | 8 | -5 | 0 | -5 | 3
C[C@H](NC(=O)C[C@@H]1C=C[C@@H](NS(=O)(=O)c2cccc(F)c2)[C@H](CO)O1)c1ccccc1 | 3 | -14 | -9 | 2 | -3 | 10 | 6
O=C(CSc1nnc2scc(-c3ccccc3)n12)Nc1ccc2c(c1)OCCO2 | -7 | 1 | 5 | 0 | 0 | -3 | x

Continuation.
| canonical_smiles | esBAF inh | LGR2 antag | Statin myotox sup | SIRT5 block | Casp6 inh | S100A4 inh HTS | FN deposit inh |
| --- | --- | --- | --- | --- | --- | --- | --- |
| CC(NC(=O)CNC(=O)c1sc2ccccc2c1Cl)c1ccc(S(N)(=O)=O)cc1 (configuration not stated) | -5 | -12 | -2 | 2 | 2 | -6 | -5 |
| Cc1cc(C)n(-c2ncc(-c3ccccc3)nn2)n1 | 18 | -11 | -15 | x | -2 | 4 | -7 |
| CC(C)C#Cc1cnc2c(c1)C(=O)N([C@H](C)CO)C[C@@H](C)[C@@H](CN(C)C(=O)c1cnccn1)O2 | -4 | -16 | 10 | 5 | 0 | 0 | -9 |
| Cc1cc(O)c(C2(O)C(=O)Nc3cc(Br)ccc32)cc1C (configuration not stated) | 7 | -13 | 67 | -3 | 7 | -9 | 2 |
| NC(=O)COC(=O)c1ccc(-c2ccccc2)cc1 | -1 | -42 | 1 | -3 | 2 | -4 | -2 |
| COc1ccc(Br)cc1/C=N/N1C(=O)CSC1=S | 0 | 7 | -1 | -2 | 0 | -6 | -8 |
| CC(=O)Nc1cccc(CP(=O)(c2ccccc2)c2ccccc2)c1 | x | -5 | x | -2 | 0 | -11 | 2 |
| COc1ccc(CN2C[C@H](C)[C@@H](OC)CN(C)C(=O)c3ccc(NC(=O)C4CC4)cc3OC[C@@H]2C)cc1 | x | 3 | x | 5 | -1 | -5 | -3 |
| O=C(CC1SC(=O)N(Cc2ccc(Cl)cc2)C1=O)Nc1nccs1 (configuration not stated) | x | 3 | x | -8 | 2 | -5 | 3 |

Some of the compounds tested; rates above refer to the full screens.
